Compound activity (PubChem)
Insulin prom up: MIN6 insulin promoter up-regulation | MIN6 insulin promoter-GFP reporter, high-content imaging; hits give high values | AID 1625 | z-score at 5 µM | 0.3% of 190,000 active;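 active means z-score above 3 at 5 µM with at least 500 cells counted in the well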
Dynein cargo inh: dynein cargo transport inhibition; AID 1381; 0.47% of 220,000 active; 3617.4 mouse cells, GR-EGFP nuclear translocation imaging; test concentration mostly 20 µM; stimulated with dexamethasone, 1 µM; hits give low values; z-score, hits read low;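 active means plate z-score of nuclear minus cytoplasmic receptor signal below a set negative limit, without overly bright fluorescence or cell loss, cut at about -3.5 in these data, passing the limit was not always enough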;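 further: z-score of nuclear minus cytoplasmic ring GR-EGFP intensity difference per well; some compounds called inactive have numbers as strong as hits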
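medium = tetracycline-free induction medium containing charcoal-stripped FBS | probe or stimulus = dexamethasone, 1.0 µM final | timing = 48 h induction, then 1 h compound, then 30 min agonist, 37 °C | detection = automated 10x imaging of fixed Hoechst-stained cells | read-out basis = nuclear versus cytoplasmic GR-EGFP signal, averaged per well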
CSM14.1 death rescue: rescue of cells from ER stress-induced death, primary screen, 384-well, CSM14.1, thapsigargin, ATP luminescence (AID 1222); CSM14.1 thapsigargin-induced death rescue, ATP luminescence; higher % means a stronger effect; one-dose cellular ATP content (survival), % at 20 µM; EC50 in µM for titrated hits; 190,000 tested, under 10 active;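 active means EC50 below 50 µM in the dose-response confirmation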;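 further: death triggered by thapsigargin at about 15 µM added after 2 h compound pretreatment; cell ATP read after overnight thapsigargin exposure of roughly 18 to 22 hours; normalized against plate controls of thapsigargin alone and 5% DMSO vehicle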
M17LAP inhibition: P. falciparum M17LAP inhibitors, primary screen, biochemical, fluorogenic H-Leu-NHMec substrate, 1536-well (AID 1619) | recombinant M17LAP, H-Leu-NHMec fluorogenic kinetic assay; higher % means a stronger effect | inhibition, % at 30 µM, or IC50 in µM where a hit was titrated | 0.38% of 220,000 active;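 active means compound inhibiting the enzyme by more than half at any dose during confirmatory dose-response retesting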;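 further: plate controls were full reaction with DMSO carrier for no effect and no enzyme background for full effect; strong numbers were not always called active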
UTI89 phage lysis: inhibition of K1F phage lysis, E. coli UTI89, bacterial capsule biogenesis inhibitors, alamar blue (AID 488966); E. coli UTI89 K1F phage lysis, alamar blue, 2 h; higher % means a stronger effect; inhibition, % at 100 µM, or IC50 in µM where a hit was titrated; 0.02% of 340,000 active;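 active means phage lysis inhibition, versus mean bacterial control, above a set limit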;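 further: capsule biogenesis inhibitors block K1F phage lysis so surviving cells raise fluorescence; higher fluorescence means more inhibition of phage lysis; actives were called in the ten point dose series up to 300 µM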
Autophagy mod: autophagy modulation, high-content screen; MEF GFP-LC3 puncta imaging; test concentration mostly 10 µM; calls only at 10 µM (by protocol); 0.98% of 190,000 active; AID 463193;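 active means percentage of spot-positive cells more than 3 SD above its plate mean, without a fluorescence outlier flag or 80% toxicity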;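 further: spot-positive cell cutoff set from DMSO-treated cells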
MT stabilize HCS: stabilizes microtubules in HeLa cells | % tubulin-high responders, % at 10 µM | HeLa tubulin immunostaining HCS, 24 h; share of cells brighter than vehicle mean+2SD | AID 2205 | 0.83% of 200,000 active;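 active means plate Z-score above 3 for both tubulin-high and condensed-nucleus cell shares, with cell loss under 80%, at 10 µM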;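 further: anti alpha tubulin signal scored within the nucleus-defined area of each cell; some results filed as inactive read as strong as hits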
bCat nuc transl: alters nuclear translocation of beta-catenin in HeLa cells; 0.3% of 190,000 active; nuclear translocation activity, % at 5 µM; immunofluorescence imaging;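 active means nuclear translocation activity above 50% at 5 µM, with a well cell count of 50 or more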;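 further: per-cell ratio of nuclear to cytoplasmic median beta-catenin stain intensity; plate controls were DMSO negative control for no effect and GSK-3 inhibitor IX positive control for full effect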
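Signal – beta-catenin immunofluorescence imaging with DAPI · Test system – human HeLa cell line · Dosing – 5 µM primary single dose, 0.1% DMSO, 0.02–20 µM confirmation series · Measure – % activation, nuclear-to-cytoplasmic median beta-catenin signal ratio per cell · Incubation – 24 h compound exposure at 37°C, 5% CO2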
P. falciparum M1AAP: malaria alanyl aminopeptidase activity blockers – biochemical, fluorogenic H-Leu-NHMec substrate, 1536-well (AID 1445) | recombinant M1AAP, H-Leu-NHMec fluorogenic kinetic assay; higher % means a stronger effect | inhibition, % at 30 µM, or IC50 in µM where a hit was titrated | 0.42% of 220,000 active;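 active means primary inhibition above the hit cutoff, then over 50% inhibition at one or more dose response concentrations, cut at about 23% in these data, passing the limit was not always enough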;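 further: plate controls were DMSO full reaction for no effect and no enzyme background for full effect; strong numbers were not always called active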
Dynein cargo inh cytoplasmic EGFP: further read-out of Dynein cargo inh, marked with its call; z-score; measured here: cytoplasmic GR-EGFP intensity; hits give high values
Dynein cargo inh nuclear GR-EGFP: recorded beside Dynein cargo inh, whose call it bears; z-score; measured here: nuclear GR-EGFP intensity;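 lower value marks the stronger effect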
Dynein cargo inh cell count: recorded beside Dynein cargo inh, whose call it bears; z-score; measured here: cell count per field
Insulin prom up cell count: second read-out of Insulin prom up, no call of its own (marks repeat the call); cell count; measured here: cytotoxicity, nuclei count;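 total cells summed across four imaged fields per well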
bCat nuc transl cell count 5 µM: second read-out of bCat nuc transl, no call of its own (marks repeat the call); cell count; measured here: cell count, cytotoxicity flag
MT stabilize HCS Hoechst-high %: further read-out of MT stabilize HCS, marked with its call; % Hoechst-high responders; measured here: nuclear condensation Hoechst responders;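 share of cells brighter than vehicle mean plus two SD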
MT stabilize HCS cytotoxicity %: recorded beside MT stabilize HCS, whose call it bears; toxicity, %; measured here: cytotoxicity by cell density;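 0% = mean cell density of plate MIN control wells and 100% = no cells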
Autophagy mod cell loss 18 h: second read-out of Autophagy mod, no call of its own (marks repeat the call); toxicity, %; measured here: cell loss, nuclei count;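 cell loss after 18 h compound exposure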
Numbers without * were called inactive; [ ] = another dose, or the depositor's remark. Compounds were not picked by outcome, and some 2.9% of all compounds hit somewhere here.

How did CCOc1cc(C(=O)Nc2ncccn2)cc(OCC)c1OCC do in these assays?
Insulin prom up: 0.8; Dynein cargo inh: -0.51; CSM14.1 death rescue: -2.3%; M17LAP inhibition: 10%; UTI89 phage lysis: 4.9%; Autophagy mod: inactive; MT stabilize HCS: 3.2; P. falciparum M1AAP: -2%; Dynein cargo inh cytoplasmic EGFP: -0.28; Dynein cargo inh nuclear GR-EGFP: -0.2; Dynein cargo inh cell count: 0.9; Insulin prom up cell count: 1263; MT stabilize HCS Hoechst-high %: 2.0; MT stabilize HCS cytotoxicity %: 6.3; Autophagy mod cell loss 18 h: 2

How did Cc1cc(=O)oc2ccc(OC(C)C(=O)O)cc12 (stereo unspecified) do in these assays?
Insulin prom up: -0.12; Dynein cargo inh: 1; CSM14.1 death rescue: 0.4%; M17LAP inhibition: -19%; UTI89 phage lysis: 4.6%; Autophagy mod: inactive; MT stabilize HCS: 4.7; bCat nuc transl: -0.5; P. falciparum M1AAP: 1%; Dynein cargo inh cytoplasmic EGFP: -0.27; Dynein cargo inh nuclear GR-EGFP: 0.19; Dynein cargo inh cell count: -0.77; Insulin prom up cell count: 1256; bCat nuc transl cell count 5 µM: 558; MT stabilize HCS Hoechst-high %: 1.5; MT stabilize HCS cytotoxicity %: 5.0; Autophagy mod cell loss 18 h: -3

Results for O=C(/C=C/c1ccc(Cl)cc1Cl)NC(=S)Nc1ccccn1 ?
Insulin prom up: 0.31; Dynein cargo inh: -0.22; CSM14.1 death rescue: -3.0%; M17LAP inhibition: -4%; UTI89 phage lysis: 0.3%; Autophagy mod: inactive; MT stabilize HCS: 5.4; bCat nuc transl: 1.3; P. falciparum M1AAP: 7%; Dynein cargo inh cytoplasmic EGFP: -0.2; Dynein cargo inh nuclear GR-EGFP: -0.41; Dynein cargo inh cell count: 0.027; Insulin prom up cell count: 1348; bCat nuc transl cell count 5 µM: 1386; MT stabilize HCS Hoechst-high %: 3.0; MT stabilize HCS cytotoxicity %: 4.1; Autophagy mod cell loss 18 h: 11

What do the screens show for `CC1CCC/C(=N\Nc2ccc(Cl)c(C(=O)O)c2)C1` (stereo unspecified)?
Insulin prom up: 0.02; Dynein cargo inh: 1.3; CSM14.1 death rescue: -0.9%; M17LAP inhibition: 21%; UTI89 phage lysis: 0.5%[50 µM]; Autophagy mod: inactive; MT stabilize HCS: 1.5; bCat nuc transl: -1.0; P. falciparum M1AAP: 10%; Dynein cargo inh cytoplasmic EGFP: -0.29; Dynein cargo inh nuclear GR-EGFP: 0.57; Dynein cargo inh cell count: -0.55; Insulin prom up cell count: 1294; bCat nuc transl cell count 5 µM: 1252; MT stabilize HCS Hoechst-high %: 3.9; MT stabilize HCS cytotoxicity %: 13; Autophagy mod cell loss 18 h: -16

Results for Cc1nnc2ccc(N3CCN(c4cccc(C(F)(F)F)c4)CC3)nn12 ?
Insulin prom up: 0.13; Dynein cargo inh: 0.68; CSM14.1 death rescue: -4.4%; M17LAP inhibition: -10%; UTI89 phage lysis: -0.6%; Autophagy mod: inactive; MT stabilize HCS: 2.1; bCat nuc transl: 1.5; P. falciparum M1AAP: 4%; Dynein cargo inh cytoplasmic EGFP: -0.21; Dynein cargo inh nuclear GR-EGFP: 0.61; Dynein cargo inh cell count: -0.083; Insulin prom up cell count: 1576; bCat nuc transl cell count 5 µM: 997; MT stabilize HCS Hoechst-high %: 0.8; MT stabilize HCS cytotoxicity %: 0.9; Autophagy mod cell loss 18 h: -12

What do the screens show for `CCOP(=O)(OCC)/C(=C/N1CCCCC1)NC(=O)c1ccccc1`?
Insulin prom up: -0.27; Dynein cargo inh: 0.21; CSM14.1 death rescue: 0.1%; M17LAP inhibition: -9%; UTI89 phage lysis: -1.8%; Autophagy mod: inactive; MT stabilize HCS: 3.4; bCat nuc transl: -0.1; P. falciparum M1AAP: 5%; Dynein cargo inh cytoplasmic EGFP: -0.26; Dynein cargo inh nuclear GR-EGFP: 0.25; Dynein cargo inh cell count: 0.13; Insulin prom up cell count: 1651; bCat nuc transl cell count 5 µM: 1563; MT stabilize HCS Hoechst-high %: 2.5; MT stabilize HCS cytotoxicity %: 9.9; Autophagy mod cell loss 18 h: -3

Results for CC(=O)Nc1ccc(S(=O)(=O)Nc2nc(C)cc(-n3nc(C)cc3C)n2)cc1 ?
Insulin prom up: 0.43; Dynein cargo inh: -0.48; CSM14.1 death rescue: -2.6%; M17LAP inhibition: -5%; UTI89 phage lysis: 1.4%[50 µM]; Autophagy mod: inactive; MT stabilize HCS: 1.9; bCat nuc transl: -1.4; P. falciparum M1AAP: 5%; Dynein cargo inh cytoplasmic EGFP: -0.26; Dynein cargo inh nuclear GR-EGFP: 0.023; Dynein cargo inh cell count: 0.084; Insulin prom up cell count: 881; bCat nuc transl cell count 5 µM: 1058; MT stabilize HCS Hoechst-high %: 2.8; MT stabilize HCS cytotoxicity %: 10; Autophagy mod cell loss 18 h: -5

Results for Nc1nonc1C(=O)NCCNCc1ccccc1OCc1ccccc1F ?
Insulin prom up: -3.5; Dynein cargo inh: 1.3; CSM14.1 death rescue: -3.6%; M17LAP inhibition: 10%; UTI89 phage lysis: 0.3%; Autophagy mod: inactive; MT stabilize HCS: 2.1; bCat nuc transl: -2.4; P. falciparum M1AAP: 1%; Dynein cargo inh cytoplasmic EGFP: -0.19; Dynein cargo inh nuclear GR-EGFP: 0.8; Dynein cargo inh cell count: -1; Insulin prom up cell count: 880; bCat nuc transl cell count 5 µM: 1043; MT stabilize HCS Hoechst-high %: 1.4; MT stabilize HCS cytotoxicity %: 9.7; Autophagy mod cell loss 18 h: 9

Results for COc1ccc(N2CCN(C(=O)CSc3nnc4nc(C)cc(C)n34)CC2)cc1 ?
Dynein cargo inh: -0.67; UTI89 phage lysis: 0.9%; Autophagy mod: inactive; MT stabilize HCS: 2.8; Dynein cargo inh cytoplasmic EGFP: -0.25; Dynein cargo inh nuclear GR-EGFP: -0.41; Dynein cargo inh cell count: 0.39; MT stabilize HCS Hoechst-high %: 2.0; MT stabilize HCS cytotoxicity %: 5.1; Autophagy mod cell loss 18 h: 3

What do the screens show for `COC(=O)C1=C(C(=O)OC)C(c2cc([N+](=O)[O-])ccc2O)c2sc(=O)[nH]c2S1` (stereo unspecified)?
Insulin prom up: -0.97; Dynein cargo inh: -0.54; CSM14.1 death rescue: -1.6%; M17LAP inhibition: 14%; UTI89 phage lysis: 0.0%; Autophagy mod: inactive; MT stabilize HCS: 2.3; bCat nuc transl: -5.1; P. falciparum M1AAP: 14%; Dynein cargo inh cytoplasmic EGFP: -0.15; Dynein cargo inh nuclear GR-EGFP: 0.31; Dynein cargo inh cell count: 0.35; Insulin prom up cell count: 1616; bCat nuc transl cell count 5 µM: 1101; MT stabilize HCS Hoechst-high %: 2.2; MT stabilize HCS cytotoxicity %: 1.9; Autophagy mod cell loss 18 h: 10

What do the screens show for `CCOC(=O)c1cccc(NC(=O)CN2C(=O)C3C4C=CC(C4)C3C2=O)c1` (stereo unspecified)?
Insulin prom up: -0.02; Dynein cargo inh: 1; CSM14.1 death rescue: -2.9%; M17LAP inhibition: 14µM*; UTI89 phage lysis: 1.0%; Autophagy mod: inactive; MT stabilize HCS: 4.2; bCat nuc transl: -1.0; P. falciparum M1AAP: 2%; Dynein cargo inh cytoplasmic EGFP: -0.32; Dynein cargo inh nuclear GR-EGFP: 0.45; Dynein cargo inh cell count: 0.15; Insulin prom up cell count: 1861; bCat nuc transl cell count 5 µM: 1098; MT stabilize HCS Hoechst-high %: 1.9; MT stabilize HCS cytotoxicity %: 5.3; Autophagy mod cell loss 18 h: 16

What do the screens show for `CNC(=O)/C(C#N)=C/c1ccc(-c2ccc(OC)cc2[N+](=O)[O-])o1`?
Insulin prom up: -0.05; Dynein cargo inh: -0.61; CSM14.1 death rescue: -3.9%; M17LAP inhibition: 1%; UTI89 phage lysis: -0.2%; Autophagy mod: inactive; MT stabilize HCS: 0.8; bCat nuc transl: -1.1; P. falciparum M1AAP: 6%; Dynein cargo inh cytoplasmic EGFP: -0.21; Dynein cargo inh nuclear GR-EGFP: -0.7; Dynein cargo inh cell count: 0.68; Insulin prom up cell count: 1723; bCat nuc transl cell count 5 µM: 1144; MT stabilize HCS Hoechst-high %: 1.9; MT stabilize HCS cytotoxicity %: 2.4; Autophagy mod cell loss 18 h: -2

Results for CN(C)C=Nc1c(C(=O)c2ccccc2)sc2nccc(N(C)C)c12 ?
Insulin prom up: 0.24; Dynein cargo inh: 1.1; CSM14.1 death rescue: 0.7%; M17LAP inhibition: 9%; UTI89 phage lysis: 0.4%; Autophagy mod: inactive; MT stabilize HCS: 3.3; P. falciparum M1AAP: 1%; Dynein cargo inh cytoplasmic EGFP: -0.3; Dynein cargo inh nuclear GR-EGFP: 0.21; Dynein cargo inh cell count: -0.25; Insulin prom up cell count: 1362; MT stabilize HCS Hoechst-high %: 0.9; MT stabilize HCS cytotoxicity %: 5.2; Autophagy mod cell loss 18 h: -4

How did CCOc1ccc(-n2c(C)nc3cc(C(=O)NCc4ccco4)ccc32)cc1 do in these assays?
Insulin prom up: -1.2; Dynein cargo inh: -0.59; CSM14.1 death rescue: 0.1%; M17LAP inhibition: 7%; UTI89 phage lysis: -0.2%; Autophagy mod: inactive; MT stabilize HCS: 2.5; bCat nuc transl: -1.8; P. falciparum M1AAP: 0%; Dynein cargo inh cytoplasmic EGFP: -0.3; Dynein cargo inh nuclear GR-EGFP: -0.34; Dynein cargo inh cell count: 0.58; Insulin prom up cell count: 1450; bCat nuc transl cell count 5 µM: 1442; MT stabilize HCS Hoechst-high %: 1.2; MT stabilize HCS cytotoxicity %: 1.0; Autophagy mod cell loss 18 h: 4
